Assay outcomes: PubChem BioAssay, National Center for Advancing Translational Sciences (NCATS)
KCNH2 WT inh: KCNH2 (human, wildtype) channel inhibition. Q12809. U2OS, BacMam KCNH2, thallium flux FluxOr; stronger effect = lower value. activity change, % at 1.84 µM. 0.37% of 340,000 active;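 active = maximum activity change below -70%; inconclusive = maximum activity change between -70% and -50%; inactive = maximum activity change above -50%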; also: % is scaled to controls: 0 for no effect and ±100 for the full control effect
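U2OS cells were transduced with wild-type KCNH2 virus (2.03 x 10^8 / mL) for 4 h at room temperature, then cultured overnight at 37 C. Thallium flux was read with FluxOr dye. Rate constants were normalized to DMSO controls.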
ASM inhibitor: blocks human secretory acid sphingomyelinase | P17405 | placental ASM, HMU-PC fluorogenic substrate, 60 min | Potency, µM (doses to about 57.5 µM), for inactives: at the highest dose activity change, negative = inhibition, most hits filed as inhibitors | 0.006% of 340,000 active | AID 504937; also: potency is read from the fitted curve at half-maximal effect
Target sequence (P17405 47-631 limits assumed): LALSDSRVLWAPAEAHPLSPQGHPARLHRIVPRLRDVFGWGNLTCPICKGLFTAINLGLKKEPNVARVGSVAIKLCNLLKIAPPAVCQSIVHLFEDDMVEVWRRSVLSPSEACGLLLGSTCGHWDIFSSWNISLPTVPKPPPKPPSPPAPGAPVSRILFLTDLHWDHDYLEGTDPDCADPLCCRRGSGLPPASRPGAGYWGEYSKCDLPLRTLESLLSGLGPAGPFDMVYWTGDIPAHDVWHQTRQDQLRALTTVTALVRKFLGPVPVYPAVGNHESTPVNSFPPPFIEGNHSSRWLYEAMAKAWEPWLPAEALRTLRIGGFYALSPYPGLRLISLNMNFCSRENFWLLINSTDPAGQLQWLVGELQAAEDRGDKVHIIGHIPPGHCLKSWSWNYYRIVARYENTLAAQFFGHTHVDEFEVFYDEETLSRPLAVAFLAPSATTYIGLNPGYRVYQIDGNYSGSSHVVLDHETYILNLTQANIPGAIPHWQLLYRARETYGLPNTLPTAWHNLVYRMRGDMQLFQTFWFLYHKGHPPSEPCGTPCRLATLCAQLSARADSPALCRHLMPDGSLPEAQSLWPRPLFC
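Steps: dispense placental human ASM, pin compound, wait 10 min at room temperature, add HMU-PC0 substrate at 9 uM final, incubate 60 min at 37 °C, add stop solution raising pH to 10, read fluorescence.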
TRPV1 agonist: human TRPV1 agonism | activation, % at 8.33 µM | 0.19% of 320,000 active | TRPV1-expressing cells, Fluo-8 calcium influx, agonist mode | Q8NER1; in the data active = activation above about 80%; inconclusive = between about 30% and that limit; also: 0% is about no effect
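Fluo-8 calcium influx in TRPV1-expressing cells, kinetic read (ex 480/em 520 nm). Compound added and read 3 min for agonist activity, followed by capsaicin at EC20 final and 2 min further read for enhancement.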
KCNH2 3.1 block: inhibitors of human KCNH2 3.1 potassium channel isoform; 0.95% of 340,000 active; U2OS KCNH2 3.1, thallium flux FluxOr; stronger effect = lower value; activity change, % (tested at about 1.8 µM);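 active = maximum activity change below -70%; inconclusive = maximum activity change from -70% to -50%; inactive = maximum activity change above -50%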;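 also: thallium influx rate constant from kinetic fluorescence after stimulation buffer; % is scaled to controls: 0 for no effect and ±100 for the full control effect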
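Virally transduced U2OS (3.1 isoform, 4 h infection in dark at RT) → overnight 37 C → FluxOr + Red40 in HBSS/HEPES, 45 min → stimulation buffer, 2 min kinetic read → rate constant vs DMSO controls.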
Integrin act MD: integrin-mediated muscular dystrophy alleviation activation; Potency, µM (highest dose often 38.3 µM), without a hit: top-dose activation, actives largely listed as activators; alpha7betagal myoblasts, beta-gal FDG fluorescence, 48 h; 0.064% of 350,000 active;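 also: potency is read from the fitted curve at half-maximal effect; 100% = response of the positive control SU9516; nearly all actives have a fitted effect of over 60% in size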
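alpha7betagal+/- myoblasts (passage 13, 250/well) treated 48 h at 37C with compounds at 1:260 dilution of DMSO stock. Lysed, then beta-galactosidase activity read as FDG fluorescence (ex 480/em 540) after 30 min, with pre-read for autofluorescence.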
Coupling enz: counter-screen for Giardia aldolase inhibitors: coupling enzyme system. coupling enzyme system counterscreen, AmpLite Red fluorescence. activity change, negative = inhibition, % at 58.2 µM, hits read low. 0.67% of 290,000 active; in the data active = activity change below about -30%; also: % is scaled to controls: 0 for no effect and ±100 for the full control effect
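Fluorescence at 525 nm excitation and 598 nm emission measured inhibition of the coupled detection system without aldolase. Compounds (at 57.5 uM final) were preincubated 10 min at room temperature with coupling enzyme reagent before a 20 min substrate/AmpLite Red step.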
GALK inhibitor: blocks human galactokinase activity; P51570; Purified GALK, Kinase-Glo residual ATP luminescence; Potency, µM (series often up to 57.5 µM), inactives show top-dose activity change, negative = inhibition, usual class: inhibitors; 0.007% of 270,000 active; also: potency is read from the fitted curve at half-maximal effect; % is scaled to controls: 0 for no effect and ±100 for the full control effect
Target sequence (P51570 whole entry, looked up): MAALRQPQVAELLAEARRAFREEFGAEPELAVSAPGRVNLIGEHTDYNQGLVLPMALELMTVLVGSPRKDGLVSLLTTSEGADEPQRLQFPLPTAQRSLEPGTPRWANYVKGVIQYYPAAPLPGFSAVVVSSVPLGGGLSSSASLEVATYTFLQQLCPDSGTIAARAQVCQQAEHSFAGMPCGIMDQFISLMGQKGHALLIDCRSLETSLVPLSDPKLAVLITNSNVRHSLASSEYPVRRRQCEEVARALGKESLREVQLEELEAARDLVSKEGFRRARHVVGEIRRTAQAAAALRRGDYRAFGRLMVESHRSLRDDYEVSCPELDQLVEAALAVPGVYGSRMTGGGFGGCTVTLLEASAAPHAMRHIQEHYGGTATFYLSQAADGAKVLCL
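Galactose (100 uM) and ATP (35 uM) were turned over by 5 nM GALK for 1 h at RT. Kinase-Glo Plus then converted the remaining ATP into a luminescent signal.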
CXXC DNA block: blocks binding of human MLL CXXC domain to DNA | Q03164 | 0.037% of 290,000 active | Potency, µM (doses to about 115 µM), inactives show at the top dose activity change, negative = inhibition, most hits filed as inhibitors | AID 2662 | MLL-CXXC / FITC-HOXA9 DNA fluorescence polarization; active = well fitted inhibition curve with a large enough effect in the polarisation, with a control signal flat, not every such curve was filed as active; inconclusive = small, poorly fitted or top-dose-only effect, or effect the other way, or a change in a side signal; inactive = no such curve, though single readings can be large or run the other way; the % refers to the polarisation; also: potency is read from the fitted curve at half-maximal effect
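Fluorescence polarization: 7 uM MLL-CXXC (stock) preincubated 5 min with compounds, then 50 nM fluorescein-HOX-A9 DNA (stock) added; 30 min ambient. Buffer 50 mM Tris-HCl pH 7.5, 50 mM NaCl, 1 mM DTT, 0.05% BSA.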
A-T KAP1 phos: potential ataxia-telangiectasia treatments restoring KAP-1 phosphorylation; […] A-T fibroblasts, KAP-1 phosphorylation AlphaLISA; neocarzinostatin DNA damage 30 min before lysis; Potency, µM (titrated, usually from 57.5 µM), inactives show at the highest dose activation, most hits filed as activators; 0.19% of 320,000 active; also: potency is read from the fitted curve at half-maximal effect; % of control where 0% means no effect; nearly all actives have a fitted effect of over 45% in size
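hTERT-immortalized A-T patient fibroblasts ([…]), 500 cells/well in OPTI-MEM, 1% FBS, got compounds for 60 min, then NCS for 30 min at 37C. Lysates were then assayed for phospho-KAP-1 by AlphaLISA (anti-pKAP1 donor, anti-KAP1 acceptor beads), 6 hr at 25C.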
MBNL1 CUG block: MBNL1-poly(CUG) RNA binding inhibition. Q9NR56. TR-FRET MBNL1-His/biotin-(CUG)12 binding, 665/545 ratio. Potency, µM (series often up to 57.5 µM), inactives show at the top dose activity change, negative = inhibition, most hits filed as inhibitors. 0.036% of 280,000 active; active = well fitted inhibition curve with a large enough effect in the signal ratio, with a control signal flat, not every such curve was filed as active; inconclusive = small, poorly fitted or top-dose-only effect, or effect the other way, or a change in a side signal; inactive = no such curve, though single readings can be large or run the other way; the % refers to the signal ratio; also: potency is read from the fitted curve at half-maximal effect; % is scaled to controls: 0 for no effect and ±100 for the full control effect
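His-tagged MBNL1 binding to biotinylated (CUG)12 RNA was measured by TR-FRET using terbium anti-His antibody (0.055 ng/ul final) and streptavidin-XL665 (5 nM final). Compounds were titrated 92 nM to 58 uM; 60 min at room temperature.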
* marks the source's active call; other numbers are inactive results; ? = inconclusive; · = not tested or not shown; & = joins results of further samples; [ ] = remark or other dose. Unless noted, calls follow the shape of the dose curve; as a rule, active = well fitted curve in the direction sought with a large enough effect; inconclusive = small, poorly fitted or top-dose-only effect, or another doubt; inactive = no such curve, though single readings can be large; an effect the other way counts as inactive or inconclusive.

| SMILES | KCNH2 WT inh | ASM inhibitor | TRPV1 agonist | KCNH2 3.1 block | Integrin act MD | Coupling enz | GALK inhibitor | CXXC DNA block | A-T KAP1 phos | MBNL1 CUG block |
| --- | --- | --- | --- | --- | --- | --- | --- | --- | --- | --- |
| Cc1ccc(S(=O)(=O)N(C)C)cc1NC(=S)NC1CCCC(C)C1C (configuration not stated) | -22 | · | -6 | 6 | -10% | -12 | -1% | -13% | 1% | -3% |
| COc1ccc(CNC(=O)CN(Cc2ccccc2F)C(=O)c2csnn2)cc1 | -5 | 3% | 4 | -2 | -19% | -1 | -2% | 0% | -5% | -5% |
| O=C1CCCN1C(=O)COc1ccc([N+](=O)[O-])cc1 | -2 | 5% | 0 | -27 | -5% | · | · | · | -7% | · |
| CCN(c1ccccc1)S(=O)(=O)c1ccc2c(c1)CCCN2C(C)=O | -4 | 1% | -2 | -3 | 4% | 5 | -4% | 1% | 4% | -2% |
| CNC[C@@H]1Oc2ccc(NC(=O)Nc3c(C)noc3C)cc2CC(=O)N([C@H](C)CO)C[C@H]1C | -9 | -3% | · | 4 | 10% | · | · | · | 5% | · |
| Cc1ccc(C(=O)COC(=O)c2ccco2)cc1C | -16 | 4% | 10 | -1 | -12% | · | -8% | 2% | 1% | -6% |
| O=C(N/N=C/c1c[nH]c2ccc(Br)cc12)c1ccn(Cc2ccc(Cl)cc2Cl)n1 | -10 | -16% | 17 | -14 | -21% | 0 | -1% | 7% | 8% | 0% |
| C=CCn1c(SC(C)C(=O)NC2CC2)nnc1-c1ccoc1C (configuration not stated) | -1 | · | 0 | -8 | 0% | · | · | · | 0% | · |
| O=C(O)/C=C\C(=O)Nc1cc(O)ccc1[N+](=O)[O-] | · | -5% | 1 | 12 | -9% | 1 | · | -28% | -12% | ? |
| O=S(=O)(N1CCCCCC1)N1CCNCC1 | 3 | 17% | 0 | 12 | 14% | -3 | -1% | 5% | -6% | 0% |
| Cc1ccc(-n2ncc3c2CC(C)(C)CC3NC(=O)CCN2CCCO2)cc1 (configuration not stated) | 3 | 0% | 0 | 16 | 28% | · | -1% | 15% | 10% | 0% |
| CCOc1ccccc1N(C)C(=O)Cn1ncc2c([nH]c3ccc(C)cc32)c1=O | 7 | -2% | 1 | 34 | 6% | 3 | -9% | 52%[activator] | -2% | -1% |
| COc1cc(CNC(=O)CCCCCCC(C)C)ccc1O | -5 | -1% | ? | -10 | · | 6 | · | 7% | 11% | · |
| Cc1ccc(C2(c3noc(CN4CCC(C(=O)N5CCOCC5)CC4)n3)CCCC2)cc1 | 2 | -2% | ? | 0 | 8% | 0 | 5% | 5% | 1% | 7% |
| O=C(O)C1=C[C@H](c2ccccc2)C[C@H](OCc2ccc(CO)cc2)O1 | · | 8% | 2 | · | 4% | 0 | 0% | -16% | 13% | 1% |
| O=C(NC12CC3CC(CC(C3)C1)C2)C12CC3CC(C1)CC(n1cnc(Cl)n1)(C3)C2 | 8 | 3% | 0 | 3 | 18% | 5 | 3% | 3% | 9% | -10% |
| COc1ccc(NC(=O)C23CC4CC(C2)CC(c2ccccc2)(C4)C3)c(OC)c1 | -2 | -5% | 25 | -3 | -34%[inhibitor] | 0 | 1% | -3% | 3% | 0% |
| CCN(CC)C(=O)c1ccc(NS(=O)(=O)c2ccc3[nH]c(=O)[nH]c3c2)cc1 | -1 | -2% | 0 | -8 | 5% | · | 7% | 7% | 7% | 7% |
| CCOC(=O)C1=C(Nc2ccc(Br)cc2)CC(C)(O)C(C(=O)OCC)C1c1ccccc1 (configuration not stated) | 0 | -2% | 6 | -11 | 8% | 2 | 2% | -6% | -1% | -7% |
| COc1ccc(/C=C/C(=O)Nc2ccccc2C(F)(F)F)cc1OC | 3 | 7% | 0 | 5 | ? | 0 | 2% | 5% | 0% | 8% |
| C/C(=N\NC(=O)c1cc(-c2ccncc2)nc2ccccc12)c1ccc(N2CCOCC2)cc1 | · | -1% | -1 | 8 | -34% | 0 | 9% | 9% | 2% | · |
| O=C1CCCc2c1oc1c2CCCC1 | 0 | 3% | · | -13 | 33% | · | · | · | · | · |
| COC(=O)c1cc2ccccn2c2c(C(=O)OC)c(C(=O)OC)cc1-2 | -6 | -13% | 3 | -6 | -6% | -1 | 3% | -4% | -2% | ? |
| CCCC(C)C(=O)Nc1cc([N+](=O)[O-])ccc1Cl (configuration not stated) | -12 | -4% | 11 | -12 | -31% | 1 | 1% | 11% | 4% | · |
| O=C(CN1CCCC1)NCC(=O)Nc1ccc(F)cc1 | 8 | 1% | 0 | 2 | 0% | 0 | -2% | -3% | 1% | 2% |
| CN(Cc1cccc(F)c1)C(=O)Cc1ccc(S(=O)(=O)N2CCOCC2)s1 | 4 | 2% | 3 | 0 | 0% | · | · | · | 4% | · |
| CN1CCN(C(=O)NC2CCCCC2)CC1 | 7 | -2% | 0 | -20 | 0% | -3 | 0% | -3% | -2% | 4% |
| Cn1c(=O)c(C(=O)COC(=O)c2cc(C3CC3)nc3ccccc23)c(N)n(Cc2ccccc2)c1=O | -1 | 15% | 1 | -10 | 19% | -5&-1 | · | 24% | -5% | 8% |
| Cc1ccc(C2=Nc3ccc(Br)cc3C(c3ccncc3)=NN2)cc1 | 2 | -2% | 0 | -11 | -12% | -2 | 0% | -7% | 12% | 4% |
| Cc1nc2cc(Cl)ccc2n1-c1ccccc1 | -5 | -1% | 3 | 17 | 47% | -2 | -4% | -5% | · | 2% |
| Cc1ccc(C2=CC(c3ccc(C)cc3)n3ncnc3N2)cc1 (configuration not stated) | -8 | 87%[activator] | · | 8 | -2% | · | · | · | · | · |
| CC(C)[C@H](NC(=O)N1CC(=O)Nc2ccccc21)C(=O)N[C@@H](Cc1ccccc1)C(=O)O | 15 | -1% | 0 | -8 | 6% | 1 | · | -11% | 0% | -4% |
| O=S(=O)(CCN1CCCCC1)CCS(=O)(=O)CCN1CCCCC1 | 1 | 0% | · | 8 | -49% | · | · | · | · | · |
| CCOC(=O)CSc1nc(N)c(C#N)cc1C#N | 3 | 8% | -3 | 7 | 36% | -1 | · | -7% | 3% | 6%[11.5 µM] |
| O=C(NCCSCc1ccccc1)c1ccc(Cl)c(S(=O)(=O)N2CCOCC2)c1 | 9 | 1% | ? | -6 | 0% | 3 | -1% | 4% | -3% | ? |
| CN1C(=O)C(=O)/C(=C(/O)c2ccccc2)C1c1ccc(Br)cc1 (configuration not stated) | -1 | 3% | 2 | 8 | -22% | 9 | -2% | -25% | -7% | 25% |
| O=C(O)c1ccc(CN2C(=O)c3ccc(C(=O)O)cc3C2=O)cc1 | -1 | -1% | -3 | 7 | 31% | 12 | 3% | 23% | -8% | ? |
| COc1ccc(S(=O)(=O)N(C)CC(=O)N2CCOCC2)cc1 | -4 | 2% | 3 | 16 | 10% | 2 | -2% | -1% | 1% | 8% |
| COc1ccc(-c2csc(NCCn3c(C)nc4cc(C(F)(F)F)ccc43)n2)cc1 | -4 | -6% | · | -10 | 1% | · | · | · | 6% | · |
| Cc1c(C(=O)NNS(=O)(=O)c2ccccc2)sc(=S)n1C | -5 | 0% | -4 | -2 | -10% | -1 | -1% | -9% | 1% | 7% |
| CN(C)CCCOC(=O)c1ccc(Cl)cc1Cl | 59 | 6% | 3 | 0 | -14% | 3 | 5% | 3% | · | -9% |
| COc1ccccc1C(=O)NCCCn1cc(Br)c(C)n1 | -4 | 4% | 6 | 4 | 11% | 0 | 0% | -5% | 9% | -4% |
